Assay outcomes: PubChem, The Scripps Research Institute Molecular Screening Center
CHO parental Ca = counter-screen: ATP calcium response change in parental CHO cells | parental CHO-K1, ATP-induced calcium, Fluo-8 fluorescence | inhibition, % at 5.6 µM | 330,000 compounds, 0.63% hits | AID 463079;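 active means inhibition above that plate's mean sample inhibition plus 3 SD, cut at about 26% in these data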;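 further: 0% = ATP-challenged DMSO wells and 100% = DMSO wells without ATP; some compounds past the cut are filed as inactive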
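Assay system: parental CHO cells; Read-out basis: percent inhibition of ATP-evoked calcium rise, normalized to controls; Benchmarks: ATP and no-ATP DMSO wells; Compound dosing: single nominal dose of 5.6 µM per compound; Signal: Fluo-8 calcium dye fluorescence; Also added: ATP as calcium-mobilizing challenge; Repeats: singlicate.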
TAAR1 antagonist = antagonists of human TAAR1; Q96RJ0; CHO RD-HGA16 TAAR1, Fluo-8 calcium fluorescence, antagonist; inhibition, % at 3 µM; 360,000 compounds, 1.5% hits; AID 624466;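 active means inhibition above a per-plate cutoff, the mean inhibition of test compounds on that plate plus 3 SD, cut at about 49% in these data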;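 further: 0% = DMSO plus EC80 beta-PEA response and 100% = DMSO alone without agonist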
Target sequence (Q96RJ0 whole entry, looked up): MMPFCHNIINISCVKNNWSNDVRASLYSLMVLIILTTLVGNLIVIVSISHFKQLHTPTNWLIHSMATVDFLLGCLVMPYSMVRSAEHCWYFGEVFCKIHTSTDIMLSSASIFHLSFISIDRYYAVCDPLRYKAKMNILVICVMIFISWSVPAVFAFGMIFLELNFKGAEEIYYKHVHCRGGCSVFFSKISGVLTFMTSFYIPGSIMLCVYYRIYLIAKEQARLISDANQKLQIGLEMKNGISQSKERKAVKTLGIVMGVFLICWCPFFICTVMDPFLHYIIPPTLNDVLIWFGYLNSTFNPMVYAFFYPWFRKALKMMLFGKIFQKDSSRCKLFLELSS
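Test system: RD-HGA16 CHO cells with stable hTAAR1 and Gα16 / Probe or stimulus: EC80 β-phenethylamine stimulus / Times: seeding 17-24 h prior, 75-min 37 °C, 30-min RT dye loading / Detection: Fluo-8 calcium-sensitive fluorescence / Read-out basis: % inhibition scaled between DMSO and EC80 PEA controls / Repeats: singlicate, one well per test compound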
M1 ag = agonists of human M1 muscarinic receptor. AID 588814. 360,000 compounds, 0.33% hits. P11229. CHO-K1 hM1, Fluo-8 calcium fluorescence, agonist mode; 0% DMSO, 100% acetylcholine EC100. activation, % at 3 µM;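 active means activation above the run's mean compound activation plus 3 SD, cut at about 16% in these data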;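 further: peak over basal fluorescence ratio within a 140 s kinetic read after compound addition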
Target sequence (P11229 whole entry, looked up): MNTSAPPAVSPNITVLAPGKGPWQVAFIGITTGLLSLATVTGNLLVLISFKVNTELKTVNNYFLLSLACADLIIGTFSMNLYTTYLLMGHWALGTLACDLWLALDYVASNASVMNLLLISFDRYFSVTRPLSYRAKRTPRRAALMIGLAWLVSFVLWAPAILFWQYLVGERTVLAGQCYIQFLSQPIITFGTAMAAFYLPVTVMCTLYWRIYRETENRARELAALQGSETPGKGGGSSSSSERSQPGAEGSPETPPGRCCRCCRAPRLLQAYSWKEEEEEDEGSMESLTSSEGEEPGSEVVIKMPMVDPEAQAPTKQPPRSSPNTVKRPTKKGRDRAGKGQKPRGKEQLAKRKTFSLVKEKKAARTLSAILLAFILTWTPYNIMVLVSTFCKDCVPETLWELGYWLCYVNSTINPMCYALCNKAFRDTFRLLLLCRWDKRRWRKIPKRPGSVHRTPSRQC
CHO-K1 Ca PAM = M1 PAM counterscreen hit in parental CHO-K1 cells. ATP EC20, Fluo-8 calcium fluorescence; 0% at ATP EC20, 100% at ATP max. activation, % at 3 µM. 360,000 compounds, 0.02% hits. AID 602247;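 active means activation above the run cutoff, the mean activation of all test compounds plus 3 SD, cut at about 40% in these data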;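 further: peak over basal fluorescence ratio in a 140 s read after ATP addition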
CHO-K1 Ca ag = M1 agonist counterscreen hit in parental CHO-K1 cells. Fluo-8 calcium fluorescence; scaled to maximal ATP response, vehicle zero. activation, % at 3 µM. 360,000 compounds, 0.48% hits. AID 602248; in the data active means activation above about 15%;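 further: untransfected CHO-K1 host cells lacking M1 receptor as counterscreen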
CHO-K1 Ca antag = counter-screen for M1 antagonists: effect in parental CHO-K1 cells. inhibition, % at 3 µM. ATP-induced calcium, Fluo-8 fluorescence. 360,000 compounds, 0.6% hits. AID 602250;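 active means inhibition above a per-plate cutoff, the plate's mean sample inhibition plus 3 SD, cut at about 24% in these data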;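 further: 0% = DMSO plus EC80 ATP and 100% = DMSO alone without ATP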
TAAR1 ag = agonists of human TAAR1; 360,000 compounds, 0.99% hits; CHO RD-HGA16 TAAR1, Fluo-8 calcium fluorescence; vehicle wells 0%, saturating PEA agonist 100%; activation, % at 3 µM; Q96RJ0;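 active means activation above the mean activation of all test compounds in the run plus 3 SD, cut at about 38% in these data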
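Test system: RD-HGA16 (CHO) cells co-expressing Gα16 and hTAAR1; dosing: one-point dosing at 3 µM (nominal); timing: 17-24 h seeding, 75 min 37 °C dye, 30 min RT; signal: kinetic Fluo-8 calcium fluorescence; read-out basis: % activation relative to PEA EC100 response; controls: DMSO and PEA EC100; replicates: n 1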
OXTR potentiator = human OXTR potentiation; CHO-OTR cells, Fluo-8 calcium fluorescence, potentiator mode; 0% = oxytocin EC15, 100% = EC100; activation, % at 3 µM; 320,000 compounds, 0.061% hits; AID 2445; P30559;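 active means activation above that plate's cutoff, the mean activation of tested compounds plus 3 SD, cut at about 6.6% in these data, passing the limit was not always enough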;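 further: 100% uses oxytocin at 75 nM as the full agonist control; some results filed as inactive read as strong as hits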
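System: human OTR in CHO cells; Also added: sub-maximal oxytocin, roughly EC15; Timing: compound 6 min at room temperature before oxytocin, 100 s read; Technique: Fluo-8 intracellular calcium fluorescence, ex 470-495, em 515-575 nm; Controls: oxytocin EC15 low and EC100 high; Replication: singlicate.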
CHRM1 antagonist = human CHRM1 antagonism. P11229. CHO-K1 hM1, Fluo-8 calcium fluorescence, ACh EC80 antagonist. 360,000 compounds, 1.3% hits. inhibition, % at 3 µM. AID 588852;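 active means percent inhibition above its own plate's cutoff, namely the mean of that plate's compound wells plus 3 SD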;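 further: peak over basal fluorescence ratio during 140 s after agonist addition; 0% = ACh EC80 plus DMSO and 100% = DMSO alone without agonist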
An asterisk follows results filed as active; · = no result given. Random draw from the library; 4.2% or so of the library scored in one or more.

Sample of the layout:
Codes – A = CHO parental Ca; B = TAAR1 antagonist; C = M1 ag; D = CHO-K1 Ca PAM; E = CHO-K1 Ca ag; F = CHO-K1 Ca antag; G = TAAR1 ag; H = OXTR potentiator; I = CHRM1 antagonist
1. C(=N\N1CCN(Cc2cccc3ccccc23)CC1)/c1cccnc1
  A: -16	B: -16	C: -7	D: -1	E: -0.2	F: -19	G: 13	H: 2	I: 8
2. Cc1cc(C(=O)CSc2nnnn2C)c(C)n1CCc1ccc(F)cc1
  A: -11	B: 11	C: -2	D: 0	E: 0.2	F: -15	G: 44*	H: -11	I: -3
3. OC(COCC1COc2ccccc2O1)CN1CCCCC1 (stereo not drawn)
  A: 2	B: -18	C: -12	D: 8	E: 0.3	F: -2	G: 5	H: 5	I: 2

Main list, from the start:
Codes – A = CHO parental Ca; B = TAAR1 antagonist; C = M1 ag; D = CHO-K1 Ca PAM; E = CHO-K1 Ca ag; F = CHO-K1 Ca antag; G = TAAR1 ag; H = OXTR potentiator; I = CHRM1 antagonist
1. C(=N\N1CCN(Cc2cccc3ccccc23)CC1)/c1cccnc1
  A: -16	B: -16	C: -7	D: -1	E: -0.2	F: -19	G: 13	H: 2	I: 8
2. Cc1cc(C(=O)CSc2nnnn2C)c(C)n1CCc1ccc(F)cc1
  A: -11	B: 11	C: -2	D: 0	E: 0.2	F: -15	G: 44*	H: -11	I: -3
3. OC(COCC1COc2ccccc2O1)CN1CCCCC1 (stereo not drawn)
  A: 2	B: -18	C: -12	D: 8	E: 0.3	F: -2	G: 5	H: 5	I: 2
4. N/C(=N\OC(=O)c1ccc2c(c1)OCO2)c1ccc(Br)cc1
  A: -5	B: 8	C: -3	D: 14	E: 1.2	F: -11	G: 5	H: -11	I: -8
5. Cc1nnc(NC(=O)c2cc3ccccc3o2)s1
  A: -4	B: 2	C: 0	D: 4	E: 0.2	F: -14	G: -5	H: -4	I: -15
6. O=C(CSc1nc2ccccc2n1CCc1ccccc1)c1ccc(O)c(O)c1
  A: ·	B: -29	C: -6	D: 18	E: 0.5	F: -15	G: -2	H: ·	I: -8
7. O=C(/C=C/c1ccccc1)NCCSCc1ccccc1Cl
  A: -6	B: -4	C: -4	D: 0	E: 0.2	F: -4	G: 6	H: -8	I: -1
8. Cc1nn(-c2ccccc2)c(C)c1/C=N/NC(=O)c1cc(C2CC2)[nH]n1
  A: -6	B: 11	C: -1	D: 15	E: 1.9	F: -8	G: 25	H: -8	I: -12
9. CCn1cc(C(=O)O)c(=O)c2cc(F)c(N3CCN(C(=S)NC(=O)c4c(OC)cccc4OC)CC3)cc21
  A: -11	B: -5	C: -3	D: -9	E: 0.7	F: -15	G: -2	H: 1	I: 5
10. Cc1occc1-c1nnc(SCC(=O)Nc2ccc3c(c2)OCO3)n1CC1CCCO1 (stereo not drawn)
  A: -16	B: 5	C: 2	D: 20	E: 0.1	F: -17	G: 9	H: -3	I: -20
11. COc1ccc(Cc2nnc(SCC(=O)N(C)CC(=O)Nc3ccc(C)cc3)o2)cc1
  A: -18	B: 10	C: 1	D: 10	E: 4.7	F: 2	G: 11	H: -10	I: -2
12. Cc1ccc(S(=O)(=O)N2CCC(n3nnc4cc(C)ccc43)CC2)cc1
  A: -9	B: 5	C: -5	D: -7	E: 0.1	F: -4	G: 8	H: -5	I: -2
13. CC(=O)Oc1c(C)c2c3c(c1OC(C)=O)[C@@H](C)CC[C@@H]3[C@@H](C)C[C@H]2C=C(C)C
  A: -25	B: 26	C: -5	D: -18	E: 0.0	F: -11	G: 6	H: 0	I: 12
14. COc1ccc2c(c1)C1(Nc3ccccc3C(=O)N1c1ccccc1)C(=O)N2 (stereo not drawn)
  A: -13	B: 0	C: -1	D: 25	E: 2.1	F: -21	G: -4	H: 5	I: -1
15. CCn1c(SCC(=O)O)nnc1-c1ccc2[nH]c(C)c(C)c2c1
  A: -3	B: -2	C: -6	D: 7	E: 0.3	F: 4	G: 2	H: 4	I: 0
16. CSc1cccc(NC(=O)C2CCCN(S(=O)(=O)c3cccs3)C2)c1 (stereo not drawn)
  A: -8	B: 40	C: -6	D: -1	E: 6.0	F: -8	G: 0	H: -10	I: 8
17. Cc1nn(C)c(C(=O)NNC(=O)Nc2cccc(C(F)(F)F)c2)c1Cl
  A: -19	B: 28	C: 7	D: 10	E: 6.5	F: -20	G: 12	H: -17	I: 5
18. NC(=O)c1cccc(-c2ccnc3c2CC(C(=O)Nc2cccc(Oc4ccccc4)c2)O3)c1 (stereo not drawn)
  A: ·	B: ·	C: -4	D: 9	E: 4.4	F: 7	G: ·	H: ·	I: 4
19. CC(/C=C/c1ccccc1)NC(N)=O (stereo not drawn)
  A: -8	B: 7	C: -3	D: 18	E: 0.5	F: -14	G: 3	H: 1	I: -3
20. O=C(NC1CCCC1)C(c1ccc(O)cc1)N(CC1CCCO1)C(=O)C1COc2ccccc2O1 (stereo not drawn)
  A: -22	B: -11	C: -3	D: -9	E: 0.9	F: -11	G: 18	H: -2	I: 3
21. O=C(CCN1CCOCC1)Nc1ccc2c(c1)CCC2
  A: 0	B: 11	C: -5	D: 12	E: 0.1	F: 0	G: 2	H: -11	I: -31
22. Cc1cc(C)c2c(N)c(C(=O)c3ccc(Cl)cc3Cl)sc2n1
  A: -22	B: 76*	C: -1	D: 17	E: 3.9	F: -1	G: 2	H: -8	I: 13
23. CSCCC(NS(=O)(=O)c1cccc(C(F)(F)F)c1)C(=O)Nc1ccccc1N1CCCC1 (stereo not drawn)
  A: -25	B: 18	C: -2	D: -23	E: -0.7	F: 6	G: 0	H: -16	I: -17
24. CCN1CCCc2cc(CN(CCN3CCOCC3)C(=O)Nc3ccc(C)c(C)c3)ccc21
  A: -31	B: -5	C: -11	D: 20	E: 0.0	F: -13	G: 6	H: 0	I: -12
25. CNC(=S)NC(CC(=O)OC)c1ccc2c(c1)OCO2 (stereo not drawn)
  A: -9	B: 3	C: -4	D: 0	E: 0.4	F: -8	G: 1	H: -4	I: 3
26. COc1ccc(CNCc2cccc3ccccc23)cc1
  A: ·	B: -11	C: -6	D: 12	E: 3.3	F: -4	G: 12	H: ·	I: 1
27. O=C(NCc1ccccc1)Nc1cccc2ccccc12
  A: 6	B: -16	C: -6	D: 18	E: 1.8	F: -11	G: 5	H: -8	I: -4
28. O=C(Cn1c(/C=C/c2ccccc2)nc2ccccc21)Nc1ccc(F)cc1
  A: -11	B: 14	C: -7	D: 13	E: 2.4	F: 1	G: 9	H: -11	I: 1
29. CCc1nnc(NC(=O)c2ccc(S(=O)(=O)N3CCCC(C)C3)cc2)o1 (stereo not drawn)
  A: -9	B: -9	C: -1	D: 19	E: 0.2	F: -9	G: -1	H: -4	I: -12
30. CCOc1ccc(C(CC(=O)O)NC(=O)CCCOc2ccc(Cl)cc2C)cc1 (stereo not drawn)
  A: -7	B: 3	C: -7	D: -11	E: -0.4	F: 9	G: 15	H: -3	I: -4
31. O=C(Nc1ccc2c(c1)OCCO2)c1ccoc1
  A: -11	B: -5	C: -5	D: 24	E: 1.0	F: -10	G: 0	H: 3	I: 1
32. C=CCOc1nc2c(c(=O)n(C)c(=O)n2C)n1Cc1c(Cl)cccc1Cl
  A: -16	B: 1	C: -3	D: 17	E: 1.7	F: -3	G: 18	H: -12	I: -2
33. C(=NOCc1ccccc1)c1ccccn1
  A: ·	B: -21	C: -1	D: 2	E: -0.3	F: 6	G: 2	H: ·	I: -4
34. Cc1ccnc(SCC(=O)c2ccc([N+](=O)[O-])cc2)n1
  A: -11	B: -6	C: -2	D: 15	E: 1.4	F: -3	G: 0	H: -8	I: -16
35. COC(=O)c1cc(S(=O)(=O)N2CCN(c3cccc(Cl)c3)CC2)c[nH]1
  A: 16	B: ·	C: -3	D: 2	E: 0.8	F: -1	G: ·	H: -5	I: -7
36. c1ccc(NN(Cc2ccccn2)c2ccccc2)cc1
  A: ·	B: -26	C: -7	D: 20	E: -0.8	F: -10	G: -2	H: ·	I: -15
37. O=C(Nc1ccccc1N1CCCCC1)C1CCN(S(=O)(=O)c2cccc(C(F)(F)F)c2)CC1
  A: -35	B: -8	C: -4	D: 5	E: 2.2	F: -3	G: -1	H: -2	I: 7
38. CN(C)CCCNC(=O)C(=O)NCC(c1cccs1)S(=O)(=O)c1ccc(F)cc1 (stereo not drawn)
  A: -11	B: -29	C: -5	D: -14	E: 0.2	F: -2	G: 16	H: -10	I: -15
39. O=C(NCCN1CCCCC1)/C(=N\O)c1ccccc1
  A: -1	B: 12	C: -1	D: 9	E: 0.0	F: -3	G: 6	H: -1	I: -2
40. CCCC(C(=O)N1CCOCC1)N1C(=O)C2C3C=CC(C3)C2C1=O (stereo not drawn)
  A: -6	B: -21	C: 12	D: 3	E: 0.0	F: -10	G: 5	H: -2	I: -3
41. COc1cccc(NC(=O)N2CCCC(C(=O)Nc3ccccc3OC)C2)c1 (stereo not drawn)
  A: -4	B: -7	C: -3	D: 20	E: 0.8	F: -4	G: 6	H: -1	I: -17
42. O=C(N/N=C\CCc1ccccc1)c1ccco1
  A: -16	B: -24	C: -4	D: 9	E: -0.2	F: -6	G: 0	H: -9	I: -4
43. COc1ccc(NC(=O)/C(C#N)=C/C=C/c2ccco2)cc1
  A: -8	B: -10	C: -2	D: -9	E: 0.2	F: 14	G: -1	H: -3	I: 8
44. CCCOC(=O)c1ccc(NC(=O)c2ccoc2C)cc1
  A: -11	B: -8	C: -4	D: 6	E: 0.2	F: -4	G: 4	H: -11	I: 0

Quoted at random: 2 records from the list
Codes – A = CHO parental Ca; B = TAAR1 antagonist; C = M1 ag; D = CHO-K1 Ca PAM; E = CHO-K1 Ca ag; F = CHO-K1 Ca antag; G = TAAR1 ag; H = OXTR potentiator; I = CHRM1 antagonist
40. CCCC(C(=O)N1CCOCC1)N1C(=O)C2C3C=CC(C3)C2C1=O (stereo not drawn)
  A: -6	B: -21	C: 12	D: 3	E: 0.0	F: -10	G: 5	H: -2	I: -3
33. C(=NOCc1ccccc1)c1ccccn1
  A: ·	B: -21	C: -1	D: 2	E: -0.3	F: 6	G: 2	H: ·	I: -4
